A350 fluor: compound fluoresces in the Alexa 350 spectral region; Compound autofluorescence, 340/450 nm, Alexa 350 dye-equivalents; hits give high values; max dye-equivalent concentration, M; 59,000 tested, 11% active; in the data active = max dye-equivalent concentration above about 10 nM; inconclusive = mostly about 1.1 nM to 9.6 nM
Pol III holo inh: inhibitors of bacterial DNA polymerase III holoenzyme; AID 603; reconstituted DNA polymerase III holoenzyme replication, biochemical; Potency, µM (series often up to 57.1 µM), without a hit: top-dose activity change, negative = inhibition; 71,000 tested, 0.25% active; also: potency is read from the fitted curve at half-maximal effect; % is scaled to controls: 0 for no effect and ±100 for the full control effect
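Reconstituted *E. coli* holoenzyme (0.35 nM Pol III, 1 nM beta, 154 nM SSB, 2 nM primase) was preincubated with compound for 15 min at RT. Synthesis on 1.4 nM ssM13Gori ran 35 min, then was stopped with PicoGreen/EDTA and read as dsDNA fluorescence.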
4-MU autofl: compound fluoresces in the 4-MU spectral region; compound autofluorescence, 340/450 nm, 4-MU equivalents; hits give high values; max dye-equivalent concentration, M; 59,000 tested, 11% active; in the data active = max dye-equivalent concentration above about 10 nM; inconclusive = mostly about 1.1 nM to 9.6 nM
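Compounds in 100 mM Tris, pH 8.0, incubated 15 min at room temperature, then fluorescence read at 340 nm excitation/450 nm emission. Signal converted to 4-MU dye-equivalent concentration using an on-plate six-point 4-MU standard curve.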
GFP derepression: epigenetic GFP locus derepression in mouse cells; mouse C127i GFP locus derepression, cytometry, 30 h; Potency, µM (doses to about 46.1 µM), for the others: at the highest dose GFP derepression (activation); 68,000 tested, 0.09% active; AID 597; also: % of control where 0% means no effect
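Murine C127i mammary cells carrying a silenced, stably integrated CMV-driven GFP reporter were treated with compound for 30 hours at 37 C. After PBS washes, GFP-positive cells were counted by laser-scanning microplate cytometry.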
CRE-bla Fsk: modulators of forskolin-stimulated CRE signaling in CHO cells; CHO CRE-bla reporter (cAMP response element driving beta-lactamase), forskolin EC10, beta-lactamase ratio; Potency, µM (doses to about 38.2 µM), without a hit: at the top dose activity change, negative = inhibition, usual class: activators; 71,000 tested, 2.5% active; AID 662; active = well fitted activation curve with a large enough effect in the signal ratio, with a control signal flat, not every such curve was filed as active; inconclusive = small, poorly fitted or top-dose-only effect, or effect the other way, or a change in a side signal; the % refers to the signal ratio; also: potency is read from the fitted curve at half-maximal effect; % of control where 0% means no effect
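The 460nm/530nm emission ratio after CCF4 loading defined %Activity, from which AC50 values were obtained. CRE-bla CHO cells received compound dilution series together with an EC10 level of NKH 477 for 3 hours at 37 degrees Celsius.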
Hsp90 Hop PPI: changes Hsp90-Hop TPR2A binding signal, up or down; AlphaScreen TPR2A-His6 binding biotin-Hsp90 C-terminal peptide; Potency, µM (doses to about 57 µM), for the others: at the top dose activity change, negative = inhibition; 71,000 tested, 0.44% active; AID 595; active = well fitted curve in either direction with a large enough effect; inconclusive = small, poorly fitted or top-dose-only effect, or another doubt; also: potency is read from the fitted curve at half-maximal effect; % is scaled to controls: 0 for no effect and ±100 for the full control effect; many of its hits are not listed in these tables
UbGFP stabilizer: ubiquitin-GFP accumulation via proteasome inhibition; Ubiquitin-GFP reporter cells, proteasome inhibition, GFP fluorescence; response scale: untreated = 0%, 10 µM MG-132 = 100%; Potency, µM (highest dose often 45.9 µM), for inactives: at the highest dose activation (GFP accumulation), actives largely listed as activators; 67,000 tested, under 10 active; AID 526; active = well fitted activation curve with a large enough effect, not every such curve was filed as active; inconclusive = small, poorly fitted or top-dose-only effect, or another doubt; inactive = no such curve, though single readings can be large or run the other way; also: potency is read from the fitted curve at half-maximal effect
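GFP accumulation read-out: laser plate cytometry counting ubiquitin(G76V)-GFP-expressing U2OS cells after 4 hr compound exposure at 37 °C. Titrations spanned 46 uM to 2.9 nM; 0% = basal, 100% = 10 uM MG-132; concentration-response curves fitted.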
HBB splice mod: alters splicing of the hemoglobin beta chain; 65,000 tested, 0.06% active; HBB splicing reporter cell assay, activation; EGFP reporter with mutant IVS2-654 intron; response scale: normalised to 500 nM splice-correcting PNA; Potency, µM (titrated, usually from 46.1 µM), for the others: top-dose activation, usual class: activators; AID 925; also: potency is read from the fitted curve at half-maximal effect; 0% is about no effect
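Compounds were applied for 2 days to HeLa EGFP-654 cells, 500/well in Optimem with 2% FCS. The reporter's EGFP is disrupted by mis-splicing of beta-globin intron IVS2-654. Readout: summed well GFP fluorescence from 488 nm laser scanning; reference was 500 nM antisense […] 654 PNA.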
BRCT inh green: inhibitors of human BRCA1 BRCT-phosphoprotein interaction (green fluorophore) | AID 875 | 75,000 tested, 0.05% active | P38398 | BRCA1 BRCT-phosphopeptide binding, green fluorescence polarization | Potency, µM (highest dose often 76.9 µM), for inactives: top-dose activity change, negative = inhibition, actives largely listed as inhibitors;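 also: potency is read from the fitted curve at half-maximal effect; plate controls were peptide without protein for full effect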
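Compounds were incubated for 12 min at room temperature with a complex of 100 nM fluorescein-tagged pBACH1 decapeptide and 250 nM His-tagged BRCT protein. Buffer was phosphate pH 7.3 with EDTA, DTT and Tween 20. Disruption of binding lowers the polarization signal.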
ALOX15 inhib: 15-hLO (ALOX15) enzyme inhibition | P16050 | purified 15hLO-1, xylenol orange hydroperoxide absorbance | Potency, µM (top dose mostly 57.1 µM), for inactives: at the top dose activity change, negative = inhibition, most hits filed as inhibitors | 74,000 tested, 1.4% active; also: potency is read from the fitted curve at half-maximal effect; % is scaled to controls: 0 for no effect and ±100 for the full control effect; nearly all actives have a fitted effect of over 55% in size
Target sequence (P16050 whole entry, looked up): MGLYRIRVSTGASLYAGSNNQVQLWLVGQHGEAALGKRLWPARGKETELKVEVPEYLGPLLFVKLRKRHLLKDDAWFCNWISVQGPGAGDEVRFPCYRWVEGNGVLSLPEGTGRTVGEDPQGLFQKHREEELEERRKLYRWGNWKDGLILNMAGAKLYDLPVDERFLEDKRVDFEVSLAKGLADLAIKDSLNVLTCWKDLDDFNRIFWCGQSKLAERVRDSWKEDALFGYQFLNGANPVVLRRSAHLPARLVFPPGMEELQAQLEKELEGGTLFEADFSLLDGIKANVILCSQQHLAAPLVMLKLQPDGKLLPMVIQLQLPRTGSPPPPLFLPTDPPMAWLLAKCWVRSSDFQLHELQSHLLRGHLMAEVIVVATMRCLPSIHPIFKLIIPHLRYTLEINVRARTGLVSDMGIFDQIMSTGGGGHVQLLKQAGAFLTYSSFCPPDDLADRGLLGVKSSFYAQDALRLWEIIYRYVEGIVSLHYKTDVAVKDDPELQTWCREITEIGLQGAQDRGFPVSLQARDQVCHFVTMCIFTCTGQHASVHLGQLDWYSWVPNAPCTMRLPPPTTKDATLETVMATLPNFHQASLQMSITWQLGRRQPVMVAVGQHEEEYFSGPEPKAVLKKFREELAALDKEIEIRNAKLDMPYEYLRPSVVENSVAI
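Compounds were preincubated 15 min at room temperature with 40 nM purified human enzyme (25 mM Hepes pH 7.5, 0.01% Triton X-100); 50 uM arachidonic acid reacted 6 min. Fe-xylenol orange detection, 30 min, absorbance ratio 573/405 nm.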
BRCT inh red: BRCT-phosphoprotein interaction inhibition (red fluorophore) | P38398 | BRCT-phosphopeptide binding, red fluorescence polarization | Potency, µM (top dose mostly 76.9 µM), inactives show at the highest dose activity change, negative = inhibition, hits mostly inhibitors | 75,000 tested, 0.03% active | AID 892; also: % is scaled to controls: 0 for no effect and ±100 for the full control effect
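Rhodamine-labelled pBACH1 10-mer (100 nM) bound to BRCT domain (100 nM) at pH 7.3; compounds incubated 12 min room temperature, polarization read. Free peptide defines full inhibition; unlabelled decapeptide titrated as control.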
Numbers without * were called inactive; i = inactive; ? = inconclusive; . = no result given; [ ] = remark or other dose. Unless noted, calls follow the shape of the dose curve; as a rule, active = well fitted curve in the direction sought with a large enough effect; inconclusive = small, poorly fitted or top-dose-only effect, or another doubt; inactive = no such curve, though single readings can be large; an effect the other way counts as inactive or inconclusive.

Fields: Pol III holo inh	4-MU autofl	GFP derepression	CRE-bla Fsk	UbGFP stabilizer	ALOX15 inhib	HBB splice mod	Hsp90 Hop PPI	BRCT inh green	A350 fluor	BRCT inh red
- COCCOC(=O)C1=C(C)NC(=O)NC1c1c(F)cccc1Cl (configuration not stated)
 : -7%[11.4 µM]	.	0%	?	3%[9.17 µM]	?	-0.2%[0.0738 µM]	-6%[11 µM]	-2.7%	.	-2.1%
- Cc1cccc(-n2ncc3c(NCCCn4ccnc4)ncnc32)c1
 : -1%	.	.	12%	-13%	25%	-0.4%	-10%	1.9%	.	-1.4%
- Cc1ccccc1-c1nc(CS(=O)(=O)CC(=O)NCc2ccccc2)c(C)o1
 : -1%	.	-2%	-5%	0%	-14%	-0.7%	-1%	-0.8%	.	0.3%
- COc1ccc2cnn(-c3ccccc3)c(=O)c2c1OC
 : -5%	i	2%	9%	6%	6%	0.2%	-1%	-8.0%	i	-1.2%
- CCOC(=O)CS(=O)(=O)c1ccc2ccccc2c1
 : -2%	i	8%	1%	-2%	-3%	-1.8%	-7%	-1.5%	i	-0.3%
- O=C(c1ccc(CN2CCc3ccccc3C2)cc1)N1CCCCC1
 : 0%	.	-3%	7%	-8%	-3%	-5.0%	-3%	1.1%	.	0.0%
- O=C(NC1CCCCC1)c1ccc(S(=O)(=O)NCc2cccnc2)cc1
 : 0%	i	-1%	6%	-1%	8%	-0.2%[57.5 µM]	0%	0.1%	i	0.2%
- c1cncc(-c2nn3c(-c4ccncc4)nnc3s2)c1
 : 6%	i	9%	6%	1%	-5%	2.8%[57.5 µM]	1%	-4.1%	i	1.0%
- COCCNC(=O)CN1CCC(NC(=O)Nc2ccccc2)CC1
 : -2%	i	2%	-22%	0%	-2%	.	-1%	-0.2%	i	-0.1%
- O=C1CCCN1c1ccc(S(=O)(=O)Nc2ccc3c(c2)OCCO3)cc1
 : 10%	i	0%	20%	3%	2%	3.4%	0%	-0.9%	i	0.1%
- CN1CCN(S(=O)C23CC4CC(CC(C4)C2)C3)CC1 (configuration not stated)
 : 2%	i	0%	?	0%	2%	-0.6%	0%	0.7%	i	0.5%
- CN1CCN(S(=O)(=O)c2ccc(-c3noc(C4CCN(S(C)(=O)=O)CC4)n3)cc2)CC1
 : -8%	i	3%	-8%	-2%	9%	-3.5%	-2%	-0.5%	?	-2.9%
- CCN1C(=O)C2C(c3cccc(F)c3)NC(C)(C(=O)OC)C2C1=O (configuration not stated)
 : -6%	i	2%	1%	5%	3%	.	-2%	-0.9%	i	-0.3%
- O=c1c2cc(-c3ccccc3)sc2ncn1/N=C/c1ccco1
 : -4%[11.4 µM]	.	-2%	?	23%[9.17 µM]	-20%[11.4 µM]	0.1%[0.0738 µM]	-3%[11 µM]	2.8%	.	2.0%
- O=C(CN1C(=O)c2cccc3cccc1c23)Nc1ccc2c(c1)OCO2
 : -3%	3e-08M*	1%	?	-3%	-20%	0.4%	3%	-1.4%	3.8e-08M*	0.1%
- CC(=O)Nc1ccc(S(=O)(=O)NCCC(=O)OCCN2C(=O)c3ccccc3C2=O)cc1
 : 0%	i	3%	14%	-1%	10%	-0.3%[57.5 µM]	?	2.1%	i	1.5%
- CCC(=O)NCCc1cc2ccc(C)cc2[nH]c1=O
 : -2%	.	.	4%	9%	2%	-0.4%	-2%	-1.0%	.	-0.4%
- CCOc1ccc(-c2[nH]nc3c2C(c2ccc(O)cc2)C(C#N)=C(N)O3)cc1 (configuration not stated)
 : -9%	i	2%	2%	-7%	-14%	-5.6%[0.369 µM]	-7%	-1.3%	i	0.8%
- O=C(NCCOc1ccccc1)C1CCCN1C(=O)c1cccs1 (configuration not stated)
 : -3%	i	2%	?	0%	?	-2.7%	1%	-2.2%	i	0.0%
- Cc1cc(C(F)(F)F)nc(NCc2cccnc2)n1
 : -3%	i	0%	?	-7%	4%	-1.1%	-4%	-0.1%	i	0.0%

Three structures from above, sorted by heavy-atom count, high to low.
Fields: Pol III holo inh	4-MU autofl	GFP derepression	CRE-bla Fsk	UbGFP stabilizer	ALOX15 inhib	HBB splice mod	Hsp90 Hop PPI	BRCT inh green	A350 fluor	BRCT inh red
- Cc1ccccc1-c1nc(CS(=O)(=O)CC(=O)NCc2ccccc2)c(C)o1
 : -1%	.	-2%	-5%	0%	-14%	-0.7%	-1%	-0.8%	.	0.3%
- COc1ccc2cnn(-c3ccccc3)c(=O)c2c1OC
 : -5%	i	2%	9%	6%	6%	0.2%	-1%	-8.0%	i	-1.2%
- Cc1cc(C(F)(F)F)nc(NCc2cccnc2)n1
 : -3%	i	0%	?	-7%	4%	-1.1%	-4%	-0.1%	i	0.0%

More compounds follow:
Fields: Pol III holo inh	4-MU autofl	GFP derepression	CRE-bla Fsk	UbGFP stabilizer	ALOX15 inhib	HBB splice mod	Hsp90 Hop PPI	BRCT inh green	A350 fluor	BRCT inh red
- COc1ncnc2c1N[C@@](C)(O)c1c(F)c(F)c(F)c(F)c1S2
 : -1%	1.9e-07M*	10%	?	6%	7%	1.0%[57.5 µM]	-6%	-0.4%	2.5e-07M*	0.7%
- CCC1C2CN(C(C)=O)CC=C2C(C#N)=C(N)C1(C#N)C#N (configuration not stated)
 : -4%	4.5e-08M*	-1%	-2%	-2%	-29%	.	-3%	-1.6%	3.8e-08M*	-3.0%
- CC1CCN(C(=O)Cn2nc(C(F)(F)F)c3c2CCCC3)CC1
 : -2%	i	-1%	-3%	1%	0%	0.0%	-2%	-1.2%	i	-1.8%
- COC(=O)c1ccc(Cc2ccc(C(=O)OC)o2)o1
 : -2%	i	1%	-15%	1%	23%	0.0%[57.5 µM]	-3%	1.3%	?	-1.9%
- Cc1cc(NC(=O)CSc2nc(-c3ccco3)cc(C(F)(F)F)n2)n(-c2ccccc2)n1
 : -8%	i	4%	?	-4%	-2%	0.3%	-1%	-1.9%	i	1.1%
- Cc1cccc(NC(=O)CC2SC(=NC3CCCCC3)NC2=O)c1 (configuration not stated)
 : 0%	i	0%	-9%	-3%	-3%	-1.9%	5%	-0.6%	i	0.1%
- CCOC(=O)CNc1ccc2c(c1)OCO2
 : -6%	i	-3%	-5%	-9%	2µM*	0.1%	-13%	-7.0%	i	-0.9%
- O=c1[nH]c(C(F)(F)F)nc2ccccc12
 : -10%	i	-2%	-19%	2%	9%	-0.6%	1%	-0.8%	i	0.4%
- O=c1c2ccccc2c(/C=N/n2cnnc2)c(O)n1-c1ccccc1
 : 4%	7.1e-08M*	-1%	?	13%	3%	-0.7%	-7%	-1.0%	7.8e-08M*	-2.2%
- O=C(NCc1ccco1)c1cc2c(s1)CSC2
 : -13%	5.8e-08M*	0%	-14%	.	-21%	0.2%[0.369 µM]	-10%	-0.5%	7.7e-08M*	-0.4%
- CCOC(=O)C1CCN(S(=O)(=O)c2ccc(OCC(=O)OC)cc2)CC1
 : -3%	i	2%	-3%	5%	3%	-0.3%	-3%	-0.4%	i	-0.7%
- Cc1ccc(OCC(=O)N2CCN(C(=O)CCC3CCCC3)CC2)cc1
 : -3%	i	0%	?	2%	10%	-1.9%	-4%	-2.9%	i	0.3%
- O=C(CCCCn1c(=O)[nH]c2ccccc2c1=O)N1CCN(c2cccc(C(F)(F)F)c2)CC1
 : 2%	i	3%	?	-6%	-25%	0.2%	-10%	-2.4%	i	-0.2%
- CN1CCN(C(=O)c2ccc(COc3ccc(Cl)cc3Cl)cc2)CC1
 : 0%	i	-7%	?	0%	-2%	-0.1%	-6%	-0.7%	i	1.7%
- COC(=O)c1ccccc1S(=O)(=O)Nc1ccc2cn[nH]c2c1
 : 3%	i	-2%	-13%	-8%	-3%	0.0%[57.5 µM]	1%	-1.0%	i	0.1%
- C=CCN1C(=O)C2C(C(=O)NC3CCCCC3)C3C=CC2(O3)C1C(=O)NC1CCCC1 (configuration not stated)
 : -3%	i	-2%	0%	-5%	10%	-0.3%[57.5 µM]	-1%	-0.4%	i	-1.1%
- Cc1oc(C)c(C(=O)NCCCC(=O)O)c1C(=O)NCCCC(=O)O
 : -3%	i	0%	25%	-1%	-3%	-1.3%	2%	-1.9%	i	-0.1%
- CCn1c(Cc2ccccc2)nnc1SCC(=O)Nc1nnc(-c2ccccc2)s1
 : -6%	i	-3%	12%	4%	1%	0.2%	-2%	0.7%	?	0.0%
- COC(=O)c1ccc(C(NC(=O)OCc2ccccc2)/C(F)=C/[C@@H](C)C(=O)NCCN2CCOCC2)cc1 (some centres not stated)
 : 8%	.	.	-10%	.	-10%	0.3%	-1%	-2.4%	.	0.3%
- COCCSc1nnc(NC(=O)COC)s1
 : -7%	i	-1%	2%	-6%	5%	.	-3%	-1.6%	i	-0.4%
